Screens deposited in PubChem BioAssay by several laboratories.
ABCB6 inh 2: inhibitors of human ABC transporter ABCB6. AID 602162. fluorescence ratio to DMSO, % at 10 µM. K562-ABCB6 porphyrin accumulation, flow cytometry, 1 h; active compounds read low. Q9NP58. actives 0.19% (n = 360,000);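 active = fluorescence ratio to DMSO below 75%, the collection mean minus 3 SD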;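 also: signal is porphyrin accumulated inside mitochondria; 100% equals median channel fluorescence of DMSO control wells; lower ratio means ABCB6 inhibition with less porphyrin fluorescence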
N-glyco inh: N-linked glycosylation inhibition; D54 ERlucT glycosylation luciferase reporter, 24 h; percent of 100 nM tunicamycin response; AID 588692; actives 0.23% (n = 360,000); reporter increase, % at 12.5 µM;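 active = mean luciferase reporter signal, scaled so untreated is 0 and the glycosylation-blocking control 100, at or above a set limit in every replicate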;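 also: luciferase carries N-glycosylation sites so blocking glycosylation raises the light; 0% = median of neutral control wells and 100% = median of 100 nM tunicamycin wells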
H9c2 protect: modulators protecting cardiomyocytes from myocardial damage; protection from H2O2 cell death, % at 20 µM; actives 0.63% (n = 360,000); H9c2 cardiomyocytes, H2O2 injury protection, ATPLite, 2 h;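 active = compounds giving at least 50% protection of heart cells from peroxide-induced death in the single-dose screen, raw or plate-pattern-corrected value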;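 also: 0% = DMSO wells with peroxide and 100% = DMSO wells without peroxide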
m5-HT2A agonist: mouse HTR2A agonism via beta-arrestin recruitment | actives 0.66% (n = 360,000) | AID 624169 | activation, % at 7.6 µM | CHO-K1 mHTR2A beta-arrestin complementation, luminescence; percent of 30 µM serotonin response;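 active = activation above a run cutoff, the mean activation of all tested compounds plus 3 SD, cut at about 14% in these data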;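 also: 0% = plate median of compound wells and 100% = 30 µM serotonin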
Target sequence (P35363 whole entry, looked up): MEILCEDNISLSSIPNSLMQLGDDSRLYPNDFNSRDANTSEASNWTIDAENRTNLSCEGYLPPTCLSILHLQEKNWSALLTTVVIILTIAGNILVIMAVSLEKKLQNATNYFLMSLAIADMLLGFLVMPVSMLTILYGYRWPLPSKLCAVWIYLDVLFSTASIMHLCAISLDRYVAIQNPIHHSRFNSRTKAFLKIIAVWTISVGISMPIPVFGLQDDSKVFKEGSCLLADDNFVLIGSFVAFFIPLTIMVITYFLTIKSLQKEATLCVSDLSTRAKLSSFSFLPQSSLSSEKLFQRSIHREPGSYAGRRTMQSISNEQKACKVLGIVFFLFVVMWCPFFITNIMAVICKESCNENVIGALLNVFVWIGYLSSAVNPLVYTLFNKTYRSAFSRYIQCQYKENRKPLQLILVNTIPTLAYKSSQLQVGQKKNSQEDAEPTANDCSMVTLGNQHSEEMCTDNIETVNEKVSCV
aDG glyco act: alpha-DG glycosylation activation; Pro5-aDG cells, alpha-DG glycosylation AlphaScreen (IIH6); 0% Pro5, 100% B10-LARGE cell signal; actives 0.22% (n = 360,000); activation, % at 10 µM;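 active = activation of at least 8% versus controls, or a plate z-score of at least 8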;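 also: Pro5 are CHO cells carrying HIG-tagged alpha-DG that lacks glycosylation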
Exocytosis inh: blocks lytic granule exocytosis; TALL-104 LAMP-1 surface exposure, flow cytometry; cells stimulated with thapsigargin and PMA; AID 651702; actives 0.66% (n = 360,000); inhibition, % at 10 µM;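 active = inhibition above about 55%, limit read from the data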
MC4R barr agon: activates human MC4R beta-arrestin recruitment; P32245; U2OS MC4R beta-arrestin complementation, luminescence; percent of melanotan II response, DMSO zero; activation, % at 8.9 µM; actives 0.98% (n = 360,000); AID 540308;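 active = activation above a per-plate cutoff, the mean activation of sample wells on that plate plus 3 SD, cut at about 8% in these data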
Target sequence (P32245 whole entry, looked up): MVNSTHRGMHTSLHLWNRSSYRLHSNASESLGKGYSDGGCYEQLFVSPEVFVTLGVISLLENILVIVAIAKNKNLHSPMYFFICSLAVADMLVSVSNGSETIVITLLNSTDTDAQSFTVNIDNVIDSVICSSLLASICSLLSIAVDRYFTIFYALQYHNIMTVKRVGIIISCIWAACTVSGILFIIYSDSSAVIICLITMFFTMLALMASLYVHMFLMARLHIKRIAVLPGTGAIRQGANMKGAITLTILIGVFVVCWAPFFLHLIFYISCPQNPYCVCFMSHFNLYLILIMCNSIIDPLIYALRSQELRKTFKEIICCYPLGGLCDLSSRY
ABHD5-PLIN5 inh: blocks binding of human ABHD5 to perilipin-5. Split G. princeps luciferase complementation, luminescence, 4 h. inhibition, % at 4 µM. actives 0.78% (n = 360,000). AID 602281;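 active = inhibition above the mean inhibition across every tested compound plus 3 SD, cut at about 22% in these data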;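 also: 0% = DMSO only wells and the 100% control is not disclosed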
iPSC survival up: hiPSC single-cell survival enhancement | actives 0.044% (n = 360,000) | ATPlite luminescence; 100% = ROCK inhibitor wells, 0% = DMSO | survival enhancement, % at 20 µM; in the data active = survival enhancement above about 18%;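 also: cells exposed to compounds for 16 hours before the ATP read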
MC4R antagonist: human MC4R antagonism in cAMP assay; MC4R-expressing cells, MTII-stimulated cAMP, LANCE TR-FRET; inhibition, % at 6.5 µM; actives 0.48% (n = 360,000); AID 540295; P32245;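 active = inhibition above its plate's cutoff, the mean of tested wells on that plate plus 3 SD, cut at about 29% in these data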;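 also: 0% = Melanotan II alone and 100% = Melanotan II plus saturating MCL0020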
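System: U2OS cells stably expressing human melanocortin 4 receptor (MC4R). Reagent: Melanotan II challenge after compound preincubation. Doses: 6.5 µM. Times: 30-min compound, 1-h challenge, 1-h detection, room temperature. Measured by: TR-FRET with Eu-cAMP and labeled anti-cAMP, 671 nm. Replicates: singlicate.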
The depositor's hits bear a star.

SMILES	ABCB6 inh 2	N-glyco inh	H9c2 protect	m5-HT2A agonist	aDG glyco act	Exocytosis inh	MC4R barr agon	ABHD5-PLIN5 inh	iPSC survival up	MC4R antagonist
Cc1c(C#N)c(O)[nH]c(=O)c1N=Nc1ccc(Cl)c(C(=O)O)c1	100	3	3	-2	0.0	3	-2.8	0	0.0	9
CC(CCc1ccccc1)NC(=O)c1ccc2nc(N3CCOCC3)sc2c1 (stereo not drawn)	89	3	3	-5	-0.1	6	-2.9	5	-0.2	6
COc1cc(CNc2nc3ccccc3n2C)cc(OC)c1OC	99	3	5	-2	-0.1	-9	0.4	3	-1.5	7
Cc1cc(/C=N/Nc2ccc([N+](=O)[O-])cn2)c(C)n1-c1ccc(C(=O)O)cc1	112	-1	-7	5	-0.3	-1	-2.0	2	3.9	-3
CCCNC(=O)Cn1nc([N+](=O)[O-])c([N+](=O)[O-])c1C	100	1	3	0	2.4	0	-3.0	-2	2.7	-1
O=C(Nc1nncs1)c1ccc(F)c(S(=O)(=O)N2CCCCC2)c1	106	3	-2	-1	-0.2	1	-1.9	-3	-0.1	13
Cc1ccc(Cn2c(=O)cc(C(=O)O)c3ccccc32)cc1	103	0	-1	0	-0.1	0	-2.6	-1	1.8	-1
COCCCNC(NC(=O)c1ccc(Cl)cc1)C(Cl)(Cl)Cl (stereo not drawn)	114	1	-5	-4	0.5	2	0.0	-1	7.3	6
O=C(CCc1c[nH]c2ccccc12)NCc1ccc2c(c1)OCO2	99	-1	6	0	-0.1	-6	2.2	3	-0.4	3
COc1ccc(NC(=O)Nc2ccc(N(C)C)cc2)cc1	100	-4	-9	0	-0.4	-1	-0.8	0	-0.6	-8
CC(C)CC(CO)N1CCN(C(=O)c2ccc(Cl)c(Cl)c2)CCC1=O (stereo not drawn)	104	0	-1	-1	0.2	-6	-1.6	-5	0.7	4
CC(=NO)c1ccc2c(c1)Cc1cc([N+](=O)[O-])ccc1-2	106	3	-10	-3	0.0	6	-0.5	-6	-1.9	3
O=C(O/N=C1\CCS(=O)(=O)c2sccc21)C1CC1	103	-1	-5	8	-0.6	0	-5.4	-1	0.3	1
CCC(=O)Nc1nnc(SCc2ccc(F)cc2)s1	107	-1	3	1	0.0	2	-1.3	-3	8.0	0
CN(CC(=O)Nc1c(Cl)cccc1Cl)C(=O)c1cc(-c2cccs2)nn1-c1ccccc1	93	0	-6	-3	0.3	6	-4.0	-4	0.0	7
Cc1ccc(-n2c(CNc3ccc(F)cc3)nnc2SCC(=O)NCc2ccco2)cc1	98	-1	9	0	0.1	-1	-0.5	-4	-1.1	3
Cc1ccc(CCNC(=O)CNC(=O)c2cccs2)cc1	98	1	5	2	0.0	2	-1.7	4	-0.3	12
NCC[C@H](O)C(=O)N[C@@H]1C[C@H](N)[C@@H](O[C@H]2O[C@H](CN)[C@@H](O)[C@H](O)[C@H]2O)[C@H](O)[C@H]1O[C@H]1O[C@H](CO)[C@@H](O)[C@H](N)[C@H]1O	101	1	-12	1	0.0	0	-1.3	-5	-1.2	7
COC(=O)c1ccccc1NC(NC(=O)c1ccco1)C(=O)c1ccccc1 (stereo not drawn)	101	-7	0	9	2.2	1	0.9	7	0.0	19
CCOC(=O)C1CCN(C(=O)CNC(=O)OC(C)(C)C)CC1	101	1	3	-3	-0.3	0	-0.4	-7	-0.9	16
CC(=O)c1cc(C#N)c(SCC(=O)O)nc1C	97	-1	-3	2	-0.3	-3	1.8	-5	-0.4	17
CCCCCC(O)(CCN1CCCCC1)c1ccccc1 (stereo not drawn)	103	1	-7	-1	0.1	2	-2.5	0	0.0	3
Cc1ccc(C(=O)OC(C)C(=O)NC2CCCCC2C)cc1S(=O)(=O)N1CCCCC1 (stereo not drawn)	88	8	-6	2	0.6	6	-2.6	1	0.1	1
Cc1ccc(N(C(=O)c2csnn2)C(C(=O)NCc2ccccc2)c2ccccn2)cc1 (stereo not drawn)	98	1	8	1	-0.1	11	-0.5	7	-0.3	0
COc1ccc(Oc2nnnn2-c2ccccc2)cc1	106	-3	-4	2	0.1	-1	-1.6	-1	-0.8	10

The list continues:
SMILES	ABCB6 inh 2	N-glyco inh	H9c2 protect	m5-HT2A agonist	aDG glyco act	Exocytosis inh	MC4R barr agon	ABHD5-PLIN5 inh	iPSC survival up	MC4R antagonist
O=C(COC(=O)COc1ccc(Cl)cc1)Nc1ccc2c(c1)OCCO2	104	2	-4	3	-0.1	-1	0.8	-8	-0.6	20
CCN(CC(=O)NCc1cccs1)C(=O)CCC(=O)c1ccc(F)cc1	99	1	0	-3	0.0	-1	-1.4	1	-0.5	13
Cc1cccc(NC(=O)c2ccc(C3SCC(=O)N3CCc3ccccc3)cc2)c1C (stereo not drawn)	95	-7	12	-1	1.7	-1	-0.2	-2	1.1	7
COc1ccc(NS(=O)(=O)c2ccc(-c3coc(C)n3)cc2)cc1OC	105	0	-13	5	1.8	0	-2.7	4	-0.4	-1
Cc1ccc(NC(=O)C(=O)c2cn(CC(=O)N3CCCCC3)c3ccccc23)cc1	96	5	1	-4	0.2	3	1.7	-5	-1.6	10
Cc1cc(C(=O)N2CCN(c3ccccn3)CC2)no1	105	-1	-4	-2	0.0	-2	-1.3	-6	-0.1	6
COc1ccc(OC)c(NC(=O)Cn2c(CCC(=O)O)ccc2-c2cccs2)c1	91	2	-1	0	-0.3	1	-0.7	6	-1.4	-1
COc1ccccc1-c1nnc(SCC(=O)Nc2ccc(N3CCOCC3)cc2)n1N	92	5	-1	5	0.0	4	-0.1	-2	-1.4	15
CCCCOC(=O)C1=C(C)Nc2ncnn2C1c1cc(OC)ccc1OC (stereo not drawn)	96	2	20	3	-0.1	0	-0.4	3	-0.7	0
CN1CCC2(CC1)N=C(c1ccc(F)cc1)C(=S)N2C(=O)c1ccc(C(C)(C)C)cc1	104	4	-13	1	0.5	-3	11*	-2	0.6	13
Cc1nc(C)n(CC(=O)c2ccc(Cl)cc2Cl)n1	97	1	3	0	-0.1	-2	-2.7	3	-0.7	0
O=C1N(Cc2ccccc2)CCCC12CCCN(Cc1ccccc1)C2=O	93	-3	14	-4	0.7	2	0.3	1	-0.4	11
O=C(Nc1cccc(O)c1)c1cc(-c2ccco2)on1	158	-6	-20	1	0.0	-5	1.0	1	-4.2	3
COc1ccccc1-n1c(SC)nc2c(sc(=S)n2-c2ccccc2)c1=O	97	0	-5	-4	0.1	-10	-1.0	2	0.2	-1
O=C(c1ccc(Cl)cc1)N1CCC(O)(CSc2ccc(Cl)cc2Cl)CC1	85	-1	-17	-5	0.5	1	1.6	-6	-1.4	2
CCCCNC(=S)N(C)/N=C/c1ccc(F)cc1	102	0	-4	-6	-0.3	0	4.1	-1	-0.6	-1
O=C(NCCn1ccc2ccccc21)c1ccc(S(=O)(=O)N2CCOCC2)cc1	101	2	5	-4	-0.2	-4	1.2	4	0.7	5
CCNc1nc(NC(C)C)nc(N(C#N)CCOc2ccccc2)n1	97	-2	-19	0	0.4	11	2.9	-3	2.0	-3
COc1cccc(-c2ccc3c(c2)N(Cc2cccc(F)c2)C(=O)C(C)S3)c1 (stereo not drawn)	97	-2	-6	10	0.1	7	-0.1	-2	1.0	4
CC(C)(C)c1ccc(C(=O)NCCCNC(=O)c2ccco2)cc1	159	-1	-2	5	-0.2	-3	0.5	0	-0.7	8
Cc1ccc(-c2nnc(SCC(=O)N/N=C/c3c(C)nn(-c4ccccc4)c3C)n2-c2ccccc2)cc1	98	-2	1	4	0.7	12	-1.8	-2	2.6	7
COC(=O)c1c(C(=O)OC)n(CCCN)c2ccc(C)cc12	86	-2	7	0	0.7	-1	0.6	-3	-0.2	3
CCN(C(=O)CSc1nc2cc(C(=O)OC)ccc2c(=O)n1Cc1ccco1)c1cccc(C)c1	88	-3	42	-1	0.4	1	1.6	9	-1.8	5
CCC(=O)N/C=C/n1cnc2cc(C(F)(F)F)ccc21	89	-1	-9	2	-0.3	0	-0.8	0	-1.4	-1
COC(=O)c1ccc(NC(=O)CN2CCN(S(=O)(=O)c3cc(Cl)ccc3OC)CC2)cc1	102	2	-13	-1	1.7	3	-1.9	6	3.5	15

The final seven compounds of the part before are carried over, then new ones follow.
SMILES	ABCB6 inh 2	N-glyco inh	H9c2 protect	m5-HT2A agonist	aDG glyco act	Exocytosis inh	MC4R barr agon	ABHD5-PLIN5 inh	iPSC survival up	MC4R antagonist
COc1cccc(-c2ccc3c(c2)N(Cc2cccc(F)c2)C(=O)C(C)S3)c1 (stereo not drawn)	97	-2	-6	10	0.1	7	-0.1	-2	1.0	4
CC(C)(C)c1ccc(C(=O)NCCCNC(=O)c2ccco2)cc1	159	-1	-2	5	-0.2	-3	0.5	0	-0.7	8
Cc1ccc(-c2nnc(SCC(=O)N/N=C/c3c(C)nn(-c4ccccc4)c3C)n2-c2ccccc2)cc1	98	-2	1	4	0.7	12	-1.8	-2	2.6	7
COC(=O)c1c(C(=O)OC)n(CCCN)c2ccc(C)cc12	86	-2	7	0	0.7	-1	0.6	-3	-0.2	3
CCN(C(=O)CSc1nc2cc(C(=O)OC)ccc2c(=O)n1Cc1ccco1)c1cccc(C)c1	88	-3	42	-1	0.4	1	1.6	9	-1.8	5
CCC(=O)N/C=C/n1cnc2cc(C(F)(F)F)ccc21	89	-1	-9	2	-0.3	0	-0.8	0	-1.4	-1
COC(=O)c1ccc(NC(=O)CN2CCN(S(=O)(=O)c3cc(Cl)ccc3OC)CC2)cc1	102	2	-13	-1	1.7	3	-1.9	6	3.5	15
Cc1cccc2nc(-c3ccco3)oc(=O)c12	93	2	3	1	0.0	-3	-1.9	2	0.3	10
OC1=C(O)c2nc3cc(C(F)(F)F)ccc3nc21	98	-2	-5	-2	0.0	47	-1.9	-3	-0.7	-40
Cc1ccccc1NC(=O)Cc1nnc(SCc2ccc(Cl)c(Cl)c2)n1C	96	0	0	0	0.2	-3	-0.7	0	-0.1	4
CC(=O)OCC(=O)C1(O)CCC2C3CCC4CC(O)CCC4(C)C3C(=O)CC21C (stereo not drawn)	112	5	-4	3	-0.3	-1	-1.4	3	0.4	1
Cc1ccc(CC(=O)NNC(=O)c2cccs2)cc1C	95	1	-4	-3	-0.2	-9	-1.0	-5	0.8	9
Cc1nnc(NC(=O)CN2CCN(Cc3c(Cl)cccc3Cl)CC2)s1	91	-3	12	-2	0.3	0	-0.6	-4	-0.7	5
CN(C)C(=O)CSc1nc2ccccc2n1Cc1ccccc1	103	0	7	-1	0.1	-22	-1.6	1	2.0	4
CCN1C(=O)[C@H]2[C@@H](c3ccc(C(F)(F)F)cc3)N[C@]3(CCCN(Cc4cccn4C)C3=O)[C@H]2C1=O	101	1	3	-3	0.4	-3	-1.0	3	-2.1	4
